Source: PubChem (several laboratories)
TbMetRS inhib = blocks T. brucei methionyl-tRNA synthetase activity; purified T. brucei MetRS, ATP depletion, Kinase-Glo luminescence; inhibition, % at 11.9 µM; actives 0.4% (n = 360,000); AID 624268;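 active = inhibition above a per-plate cutoff of the control wells' mean inhibition plus 3 SD, cut at about 5.5% in these data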;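 note: 0% = DMSO wells median and 100% = median of wells with control inhibitor compound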
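System: purified T. brucei MetRS enzyme / Detection: Kinase-Glo luciferase luminescence reporting remaining unconsumed ATP / Medium: HEPES buffer with MgCl2, KCl, DTT, spermine, BSA, pyrophosphatase / Replication: singlicate, one well per compound / Evaluation: percent inhibition relative to median high and low control wells / Schedule: 2 h aminoacylation at 25 °C after 15 min preincubation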
DNMT1 inh = blocks human DNA methyltransferase DNMT1. P26358. DNMT1 molecular beacon, Hinp1I cleavage, fluorescence. inhibition (reported as % activation of signal), % at 10 µM. actives 0.83% (n = 360,000). AID 588458; in the data active = inhibition above about 50%
LMPTP block = LMPTP (human) inhibition; inhibition, % at 20 µM; P24666; recombinant LMPTP-A, OMFP fluorogenic substrate, fluorescence intensity; actives 0.22% (n = 360,000);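 active = compounds that cut the enzyme signal by at least half of the control window in the single-dose screen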;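 note: plate controls were DMSO wells with enzyme plus substrate for no effect and substrate without enzyme for full effect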
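test system = LMPTP-A | amount = 0.625 nM LMPTP-A final | reagent = fluorogenic phosphatase substrate OMFP at 400 µM final | incubation = 50 min at room temperature | benchmarks = no-enzyme low control, uninhibited high control | medium = Bis-Tris pH 6.0, DTT, detergent | signal = fluorescence intensity of OMFP turnover product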
SUMO1 PPI mod = alters human SUMO1 binding to SIM partners | SUMO1 binding to a labelled peptide, TR-FRET, 1 h | inhibition, % at 20 µM | actives 0.33% (n = 360,000); in the data active = inhibition above about 37%
Scp1 inh = Scp-1 (human) phosphatase inhibition; Q9GZU7; Recombinant Scp1, phosphopeptide, malachite green phosphate absorbance; inhibition, % at 20 µM; actives 0.88% (n = 340,000); AID 493091;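 active = inhibition above about 50% at 20 µM, limit read from the data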;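 note: plate controls were DMSO wells with enzyme for no effect and wells lacking enzyme for full effect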
Target sequence (Q9GZU7 76-261 limits assumed): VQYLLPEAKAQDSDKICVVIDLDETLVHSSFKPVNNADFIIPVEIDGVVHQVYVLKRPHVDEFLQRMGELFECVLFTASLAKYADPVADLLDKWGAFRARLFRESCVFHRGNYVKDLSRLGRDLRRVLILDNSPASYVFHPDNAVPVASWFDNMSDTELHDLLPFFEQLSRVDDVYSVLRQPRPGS
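Test system: SCP-1 catalytic domain; Buffer or medium: Acidic Tris acetate buffer with magnesium and detergent; Also added: Phosphorylated 17-residue peptide substrate; Compound: single 20 µM dose, 1% DMSO; Schedule: enzyme reaction 45 min at room temperature, colour 5 min, stabilisation 30 min; Signal: Phosphate-binding colour reagent, absorbance read at 630 nm.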
Neddylation inh = blocks human cullin neddylation; calls only at 25 µM; TR-FRET cullin neddylation, biochemical; AID 651699; P61081+Q13564; actives 0.58% (n = 360,000); in the data active = inhibition above about 36%
STEP inh = STEP (human) phosphatase inhibition; P54829; recombinant STEP, OMFP fluorogenic substrate, fluorescence; inhibition, % at 20 µM; actives 0.25% (n = 360,000); AID 588621;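 active = inhibition at 20 µM, scaled per plate between control wells, above about 37%, limit read from the data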;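 note: 0% = DMSO with enzyme and substrate and 100% = substrate only without enzyme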
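Test system: STEP tyrosine phosphatase / Reagent: OMFP at 25 µM / Doses: 20 µM, 1% DMSO / Read-out: percent inhibition scaled to no-enzyme and uninhibited-enzyme controls, plate-pattern corrected / Detection: FITC-channel fluorescence of OMFP product / Medium: Bis-Tris buffer pH 6.0, 2.5 mM DTT, 0.005% Tween 20 / Schedule: 20 min at room temperature, dark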
NadD inh = inhibitors of Staphylococcus aureus NadD. purified NadD enzyme, colorimetric absorbance read-out. AID 602399. actives 0.78% (n = 360,000). inhibition, % at 20 µM; in the data active = inhibition above about 26%; note: some compounds past the cut are filed as inactive
SKN-1 block = blocks SKN-1 activity in C. elegans; C. elegans VP596 Pgst-4::GFP/RFP ratio, acrylamide-induced, 24 h; inhibition, % at 21.8 µM; actives 0.49% (n = 360,000);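 active = interference check ratio from 0.5 to 1.5 plus GFP to RFP signal ratio inhibition reaching or exceeding a fixed threshold, cut at about 30% in these data, passing the limit was not always enough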; note: some compounds called inactive have numbers as strong as hits
NRP1-CendR mod = NRP-1/CendR interaction modulation; O14786; inhibition, % at 25 µM; actives 0.85% (n = 360,000); FAM-RPARPAR peptide binding to NRP-1, fluorescence polarization;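 active = inhibition or corrected inhibition above about 18%, plus a signal ratio from 0.5 to 1.5, limit read from the data, passing the limit was not always enough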; note: strong numbers were not always called active
Target sequence (O14786 whole entry, looked up): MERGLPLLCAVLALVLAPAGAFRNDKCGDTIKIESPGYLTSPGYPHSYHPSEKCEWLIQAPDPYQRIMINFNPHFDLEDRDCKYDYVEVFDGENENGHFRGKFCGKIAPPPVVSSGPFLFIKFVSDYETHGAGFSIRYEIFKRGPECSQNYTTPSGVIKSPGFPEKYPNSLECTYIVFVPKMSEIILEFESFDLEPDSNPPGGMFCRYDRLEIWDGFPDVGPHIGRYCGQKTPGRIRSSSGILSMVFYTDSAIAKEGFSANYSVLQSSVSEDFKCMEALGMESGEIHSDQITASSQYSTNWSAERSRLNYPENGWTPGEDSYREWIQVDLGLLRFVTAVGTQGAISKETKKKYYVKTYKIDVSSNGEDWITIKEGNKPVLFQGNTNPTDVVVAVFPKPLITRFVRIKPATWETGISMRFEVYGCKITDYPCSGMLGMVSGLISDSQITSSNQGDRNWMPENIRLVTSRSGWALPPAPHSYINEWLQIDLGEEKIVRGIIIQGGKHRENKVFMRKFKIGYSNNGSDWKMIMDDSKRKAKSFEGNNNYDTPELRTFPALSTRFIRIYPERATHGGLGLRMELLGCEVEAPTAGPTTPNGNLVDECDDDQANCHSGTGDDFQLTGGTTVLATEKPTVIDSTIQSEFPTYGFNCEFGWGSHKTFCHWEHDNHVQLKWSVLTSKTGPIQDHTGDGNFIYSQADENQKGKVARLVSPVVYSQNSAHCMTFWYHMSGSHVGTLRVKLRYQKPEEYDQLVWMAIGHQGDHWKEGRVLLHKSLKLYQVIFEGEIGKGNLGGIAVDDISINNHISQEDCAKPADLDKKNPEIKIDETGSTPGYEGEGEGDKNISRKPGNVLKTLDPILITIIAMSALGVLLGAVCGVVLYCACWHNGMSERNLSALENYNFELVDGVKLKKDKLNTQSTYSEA
An asterisk follows results filed as active; i = inactive; nt = not tested or not shown.

TbMetRS inhib	DNMT1 inh	LMPTP block	Molecule	SUMO1 PPI mod	Scp1 inh	Neddylation inh	STEP inh	NadD inh	SKN-1 block	NRP1-CendR mod
-0.7	4	-0.8	COc1ccc(OC)c(NC(=O)CCNC(=O)c2ccco2)c1	2	-5	i	-2	-7	13	-1
0.1	-14	5.5	O=C(CN(c1cccc(Br)c1)S(=O)(=O)c1ccccc1)N/N=C/c1cc([N+](=O)[O-])ccc1O	10	-12	i	0	47*	-1	50*
-0.1	-1	-0.2	Cc1ccc(NC(=O)C2CCN(C(=O)NCc3ccccc3)CC2)cc1C	6	1	i	0	2	1	3
-0.8	0	-1.8	CCOc1ccc(S(=O)(=O)N2CCC(C(=O)NCCc3ccccc3)CC2)cc1	1	-5	i	-2	0	2	-30
-0.2	-1	1.3	O=[N+]([O-])c1c(O)c(Cl)cc(Cl)c1Cl (tested in a mixture with another compound)	4	-7	i	3	-2	15	-2
-0.4	-6	0.6	COc1cccc(C(=O)CC(=O)C(=O)Nc2cc(Cl)c(OC)cc2OC)c1	-7	-17	i	6	4	-5	-7
-0.2	22	-0.2	COc1ccc(-c2oc(=O)c3cc(OC)c(OC)cc3c2C#CC2(O)CCCCC2)cc1	-27	-6	i	-3	-12	11	9
0.5	nt	-0.9	CCCCNC(=O)C[C@@H]1C[C@@]2(C(=O)OCC)CCC=C2N(Cc2ccccc2)C1=O	1	nt	i	nt	1	-7	11
-0.1	-11	0.7	CC1CCc2c(sc3nc(CN4CCN(S(=O)(=O)c5ccccc5[N+](=O)[O-])CC4)[nH]c(=O)c23)C1 (stereo unspecified)	-4	5	i	0	15	0	-14
-1.7	-1	-0.5	O=Cc1cccn1-c1ccccc1	1	4	i	-3	5	2	-11
-1.0	0	0.5	CCn1cc(CN2CCC(Oc3ccc(C(=O)N4CCCCC4)cc3)CC2)cn1	4	-2	i	-3	-3	-11	7
0.0	-2	-0.8	O=C(COC(=O)c1cccc(S(=O)(=O)N2CCOCC2)c1)NCCc1ccccc1	23	1	i	1	-2	27	-3
-0.9	0	-1.2	O=C(CSc1nnnn1-c1cccc2c1CCCC2)N1CCOCC1	0	0	i	-1	7	-7	3
-2.1	59*	-0.4	CCOC(=O)CCCCC(=O)NC(CO)C(=O)NC (stereo unspecified)	0	-6	i	0	6	11	-12
-0.5	2	-1.6	NNC(=O)c1cccc(O)c1	5	4	i	2	-1	-1	23
-0.3	3	-0.2	CCCSc1nc2c3c(sc2c(=O)[nH]1)CC(C)(CC)OC3 (stereo unspecified)	-3	-7	i	-2	5	5	4
-0.4	2	3.2	COc1ccc(CCNC(=O)c2ccc(Cl)c(S(=O)(=O)N3CCCCCC3)c2)cc1	-1	-1	i	2	-11	-7	-2
-0.4	-2	0.7	C=CCOc1ccc2c(c1)CCC1C2CCC2(C)C(O)C(O)CC12 (stereo unspecified)	-4	0	i	-1	-12	15	-2
0.1	1	-3.4	CCN(CC)CCOCCOC(=O)C(CC)(CC)c1ccccc1	-1	-3	i	2	-2	8	12
-1.0	1	-1.1	O=C(CS(=O)(=O)Cc1ccccc1)NCc1ccco1	3	-3	i	-1	-4	6	-3
-0.3	1	0.8	C=CCN1C(=Nc2ccccc2)SC/C1=C\C(=O)OC	1	-3	i	3	7	4	0
0.2	-7	-0.5	Cc1cc(C)cc(NC(=O)N(CCC#N)Cc2cccs2)c1	3	-4	i	0	2	2	4
-0.4	-25	1.0	COc1ccc(-n2c(C)cc(-c3csc(NC(=O)c4ccc(S(=O)(=O)N(C)C)cc4)n3)c2C)cc1	0	-5	i	4	34*	15	-26
0.5	2	-0.4	O=C(COC(=O)CCSc1ccccc1)NCc1ccc(F)cc1	4	-7	i	1	-6	-10	-6
-0.2	-4	0.7	O=S(=O)(c1ccccc1)c1nc(-c2ccco2)oc1Nc1ccccc1	7	-10	i	0	-4	-4	-11
0.1	-2	-2.1	Nc1c(N=O)c(=O)[nH]c(=O)n1-c1ccccc1	-28	7	i	1	-2	6	-4
-1.2	-1	-2.1	Cc1ccc(-c2cc(C(=O)Nc3c(C)n(C)n(-c4ccccc4)c3=O)no2)cc1	0	-5	i	-3	-5	5	-9
-0.4	-2	-1.2	COc1ccc(-n2c(=O)c3c4c(sc3n(CC(=O)NCC3CCCO3)c2=O)CCCC4)c(OC)c1 (stereo unspecified)	-2	16	i	1	2	4	2
-0.2	0	-0.4	O=[N+]([O-])c1cccc(-c2cc3cccc[n+]3cc2-c2cccc([N+](=O)[O-])c2)c1	-22	-5	i	5	0	4	4
-0.5	-1	-2.7	O=C(CSc1nc2ccccc2c(=O)[nH]1)c1cccs1	-3	-13	i	-1	1	0	15

Compound profiles (already shown). Values in the order: TbMetRS inhib | DNMT1 inh | LMPTP block | SUMO1 PPI mod | Scp1 inh | Neddylation inh | STEP inh | NadD inh | SKN-1 block | NRP1-CendR mod
Results for `O=C(CN(c1cccc(Br)c1)S(=O)(=O)c1ccccc1)N/N=C/c1cc([N+](=O)[O-])ccc1O` → 0.1 | -14 | 5.5 | 10 | -12 | i | 0 | 47* | -1 | 50*
Results for `COc1ccc(-n2c(=O)c3c4c(sc3n(CC(=O)NCC3CCCO3)c2=O)CCCC4)c(OC)c1` (stereo unspecified) → -0.4 | -2 | -1.2 | -2 | 16 | i | 1 | 2 | 4 | 2

(cont.)
TbMetRS inhib	DNMT1 inh	LMPTP block	Molecule	SUMO1 PPI mod	Scp1 inh	Neddylation inh	STEP inh	NadD inh	SKN-1 block	NRP1-CendR mod
0.2	4	-3.1	CCOc1ccc(NC(=S)NCCCN2CCN(C3CCCCC3)CC2)cc1	2	-5	i	-1	-7	8	-2
-1.8	-6	-0.3	COc1ccc(-c2cc(C(F)(F)F)nc(SCCC(=O)N3CCN4CCCC4C3)n2)cc1 (stereo unspecified)	2	3	i	0	-6	-25	9
-1.1	2	-0.6	CNC(=O)C[C@H]1C(=O)N(C2CCCCC2)C[C@@H]1CSC	0	nt	i	-2	0	-2	-2
-1.2	-10	3.2	COc1ccc(N/C=C(\C#N)S(=O)(=O)c2ccc(Cl)cc2)c(OC)c1	2	-16	i	0	-11	3	-4
-0.3	10	-0.5	OC[C@@H]1CN(Cc2cccs2)C[C@H](n2cnc3c(NCc4ccncc4)ncnc32)O1	-3	nt	i	-1	2	-6	-11
0.3	-2	1.1	Oc1ccc(N=Nc2ccccc2)cc1	-19	-14	i	0	0	4	-6
0.3	1	0.8	O=C(Nc1cccc2ccccc12)N(CCO)C1CCS(=O)(=O)C1 (stereo unspecified)	-10	6	i	-2	-6	0	-5
-1.6	-1	-0.5	O=C(Nc1ccc2c(c1)OCO2)N1CCN(Cc2ccco2)CC1	2	-1	i	-4	-2	-8	3
0.3	45	1.3	Clc1cccc(Cc2c(-c3ccco3)nc3ccc(Cl)cn23)c1	6	nt	i	5	28	6	-25
-1.1	12	-1.3	COc1ccccc1C1C(C(N)=O)=C(C)Nc2ncnn21 (stereo unspecified)	-3	-14	i	-2	4	-13	-3
-0.6	-6	1.3	Cc1cccc2cc(C(c3nnnn3Cc3ccc4c(c3)OCO4)N3CCCC3)c(=O)[nH]c12 (stereo unspecified)	-6	-7	i	0	15	25	-17
1.0	11	-1.9	O=C(COC(=O)CCC1CCCC1)Nc1nc2c(F)c(F)c(F)cc2s1	3	-7	i	6	3	5	-16
-1.7	-5	2.0	CCN1CCN(c2cc(C)c3cc(NC(=O)CCC(=O)Nc4ccc(OC)cc4OC)ccc3n2)CC1	18	-9	i	0	-6	2	4
0.0	-4	0.7	CC(=O)COC(=O)c1ccc2noc(-c3ccccc3)c2c1	-19	-3	i	0	-2	6	-3
-1.7	-4	1.9	COc1ccccc1[C@@H]1C(c2cccc(C)c2)=NN(c2ccc(Br)cc2)[C@H]1C(=O)N1CCOC1=O	3	-7	i	-4	13	23	-6
-0.8	-1	-0.9	CCCn1nc(C(=O)N2CCCc3ccccc32)c2ccccc2c1=O	24	-10	i	2	-1	-1	3
-0.3	-1	0.4	Cc1onc(-c2ccccc2)c1C(=O)N1CCN(c2ncccc2C(F)(F)F)CC1	3	2	i	-3	-1	12	16
-0.3	5	-2.2	COc1c(C)cc(C(O)c2ncc(-c3ccccc3)[nH]2)cc1C (stereo unspecified)	0	nt	i	-2	0	8	3
-0.7	-4	0.6	COc1cc(/C=C/C(=O)OCC(=O)N2CCC(Cc3ccccc3)CC2)ccc1O	-13	-2	nt	0	-2	2	-2
-0.5	-4	2.1	O=C(NC(NC(=S)Nc1ccc(Cl)cc1)C(Cl)(Cl)Cl)c1ccco1 (stereo unspecified)	2	-10	i	1	-3	23	-9
-0.1	-5	0.3	CCC(CC)C(=O)N1CCCC(c2nc(-c3cccs3)no2)C1 (stereo unspecified)	-3	-10	i	0	10	-11	8
0.3	-5	-2.4	O=C(CSc1ncnc2nc[nH]c12)c1ccc(Cl)cc1	-1	3	i	1	2	5	-13
-0.1	0	0.1	CN(C)c1ccc(C(=O)N2CCCC(N3CCN(Cc4ccc5c(c4)OCO5)CC3)C2)cc1 (stereo unspecified)	3	-13	i	-1	-6	4	8
-0.5	3	0.9	O=C(CN1C(=O)C(=O)N(C2CCCC2)C1=O)Nc1ccccc1OC(F)F	3	-2	i	1	-1	-20	1
0.0	-3	-1.3	O=C(CS(=O)(=O)c1cn(Cc2cccc(F)c2)c2ccccc12)N1CCOCC1	2	-2	i	1	-6	19	0
-0.7	-1	0.2	O=C(COC(=O)CNC(=O)c1cccc([N+](=O)[O-])c1)Nc1ccccc1OC(F)F	-15	-7	i	2	0	-2	0
-0.6	3	-0.2	CCOC(=O)N1CCN(C(=O)c2cccn3c(=O)c4c5c(sc4nc23)CCCC5)CC1	-9	-7	nt	2	6	-6	6
-0.2	-29	5.8	COc1cc(/C=C/C(O)=C/C(=O)/C=C/c2ccc(O)cc2)ccc1O	-7	-9	i	-28	1	11	142
-0.1	-3	-0.7	C=CCn1c(-c2ccc(F)cc2)n[nH]c1=S	2	-4	i	1	-6	4	-4
-1.4	-4	4.3	CCN(C(=O)CN1CCN(c2ccccc2O)CC1)c1c(N)n(Cc2ccccc2)c(=O)[nH]c1=O	1	-3	i	-6	0	-23	-4
-0.4	-2	-1.1	CCO[C@H]1OC(C(=O)NC2CC2)=C[C@@H](c2ccccc2)[C@@H]1CCCO	-2	2	i	-1	-6	11	26*

Arranged by the number under LMPTP block (high to low): 5 of the compounds above
smiles	LMPTP block
Clc1cccc(Cc2c(-c3ccco3)nc3ccc(Cl)cn23)c1	1.3
Oc1ccc(N=Nc2ccccc2)cc1	1.1
COc1cc(/C=C/C(=O)OCC(=O)N2CCC(Cc3ccccc3)CC2)ccc1O	0.6
O=C(COC(=O)CNC(=O)c1cccc([N+](=O)[O-])c1)Nc1ccccc1OC(F)F	0.2
O=C(CS(=O)(=O)c1cn(Cc2cccc(F)c2)c2ccccc12)N1CCOCC1	-1.3
